# hcDAF12 agonist: H. contortus DAF-12 nuclear receptor activators, primary screen, cell-based, luminescence, HEK293, lit1-tk-luc reporter | HEK293 hcDAF-12 lit1-tk-luc reporter; 0% DMSO, 100% Δ7-dafachronic acid | actives 1.4% (n = 370,000) | activation, % at 6.8 µM;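 active = activation above the mean of all tested compounds plus 3 SD, cut at about 5.5% in these data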;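 note: 100% = response to 3 µM Δ7-dafachronic acid high control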
# PG9 binder: binders of HIV-1 gp120 antibody PG9, primary screen, biochemical, TR-FRET; HIV-1 gp120 / PG9 antibody interaction; TR-FRET gp120-PG9 antibody binding; inhibition, % at 6.7 µM; actives 0.43% (n = 360,000); AID 624416, 2012; in the data active = inhibition above about 8.5%
# GC-A act: GC-A stimulated cGMP production enhancers – HEK293 GC-A cells, cGMP TR-FRET, EC30 ANP, primary screen; activation, % at 10 µM; Atrial natriuretic peptide receptor 1 (Homo sapiens), P16066; 0% at EC30 ANP, 100% saturating ANP; actives 0.14% (n = 370,000); in the data active = activation above about 40%
# GAA850 FXN act: FXN promoter activators, primary screen, cell-based, luciferase luminescence, HEK293 lucGAA850; HEK293 lucGAA850 FXN promoter luciferase reporter, 24 h; percent of 10 µM SAHA response; activation, % at 6 µM; actives 0.56% (n = 360,000); AID 540364, 2011;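 active = activation above the average of all compounds screened plus 3 SD, cutoff fixed separately per campaign, cut at about 7.5% in these data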;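 note: 0% = DMSO wells and 100% = 10 µM SAHA wells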
# hgDAF-12 ag: H. glycines DAF-12 receptor agonists, primary screen, cell-based, luminescence, HEK293, GAL4 fusion, UAS-luciferase. AID 687014, 2013. HEK293 GAL4-hgDAF12 UAS-luciferase reporter, agonist luminescence; normalized to butyrate control. Nuclear hormone receptor DAF-12 (Heterodera glycines), GAL4 fusion. actives 1.8% (n = 370,000). activation, % at 6.8 µM;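 active = activation above a cutoff set at the mean of all screened compounds plus 3 SD, cut at about 10% in these data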;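 note: 0% = DMSO wells and 100% = sodium butyrate wells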
# ADAM17 inh: ADAM17 inhibitors, primary screen, biochemical, QFRET; Disintegrin and metalloproteinase domain-containing protein 17 (Homo sapiens), P78536; recombinant ADAM17, EDANS/DABCYL FRET peptide cleavage; inhibition, % at 6.95 µM; actives 0.83% (n = 370,000);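 active = inhibition above the mean of compounds lying between control limits plus 3 SD, set per campaign, cut at about 8.5% in these data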;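 note: 0% = DMSO-only wells as the low control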
# Target sequence (P78536 215-824 limits assumed): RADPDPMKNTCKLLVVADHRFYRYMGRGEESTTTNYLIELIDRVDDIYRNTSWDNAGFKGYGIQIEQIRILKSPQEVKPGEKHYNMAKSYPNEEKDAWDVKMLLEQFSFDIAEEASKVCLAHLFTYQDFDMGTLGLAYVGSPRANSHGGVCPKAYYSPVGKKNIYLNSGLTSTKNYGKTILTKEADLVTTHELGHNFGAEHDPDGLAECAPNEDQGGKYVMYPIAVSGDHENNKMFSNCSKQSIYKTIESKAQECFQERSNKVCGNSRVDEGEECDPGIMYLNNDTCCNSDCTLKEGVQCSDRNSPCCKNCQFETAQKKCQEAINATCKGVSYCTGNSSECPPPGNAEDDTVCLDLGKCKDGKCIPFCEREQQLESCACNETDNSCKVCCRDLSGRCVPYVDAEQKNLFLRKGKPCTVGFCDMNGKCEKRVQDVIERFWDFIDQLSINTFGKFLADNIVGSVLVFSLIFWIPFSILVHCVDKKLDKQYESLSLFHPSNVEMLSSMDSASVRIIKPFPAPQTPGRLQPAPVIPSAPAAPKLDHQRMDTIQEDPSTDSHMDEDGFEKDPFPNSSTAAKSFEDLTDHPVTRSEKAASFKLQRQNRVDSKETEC
# ADAM10 inh: human ADAM10 inhibitors, primary screen, biochemical, QFRET, HTS. Disintegrin and metalloproteinase domain-containing protein 10 (Homo sapiens), O14672. recombinant ADAM10, EDANS/DABCYL FRET peptide cleavage, 3 h. inhibition, % at 7 µM. actives 0.62% (n = 370,000);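 active = inhibition above a per-campaign cutoff equal to the mean of compounds falling between control-based bounds plus 3 SD, cut at about 20% in these data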;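 note: 0% = DMSO wells while the 100% control is not disclosed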
# SMARCA2 act: SMARCA2 (BRM) function activators, primary screen, cell-based, luminescence, high throughput; activation, % at 9.1 µM; MG213 cells, MMTV-luciferase reporter, dexamethasone, overnight; actives 1% (n = 370,000); in the data active = activation above about 7.8%;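 note: 0% = vehicle wells and 100% = reference activator wells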
# ssDAF12 agonist: S. stercoralis DAF-12 nuclear receptor activators, primary screen, cell-based, luminescence, HEK293, GRIP1 co-expression, lit1-tk-luc. actives 1% (n = 370,000). HEK293 ssDAF-12/GRIP1 lit1-tk-luc reporter; % of 3 µM dafachronic acid response. Nuclear hormone receptor DAF-12 (Strongyloides stercoralis). activation, % at 6.8 µM. AID 652126, 2013;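 active = activation above the mean over all tested compounds plus 3 SD, cut at about 0.9% in these data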;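 note: 0% = DMSO-only wells and 100% = 3 µM delta7-dafachronic acid wells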
# DAX1 inh-1: DAX1 (NR0B1) inhibitors, primary screen, cell-based, HEK293, Gal4-DAX1, luciferase luminescence; Nuclear receptor subfamily 0 group B member 1 (Homo sapiens), P51843; HEK293 Gal4-DAX1 luciferase reporter; inhibition, % at 6.75 µM; actives 0.99% (n = 340,000); AID 504766, 2011;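 active = inhibition above the mean over all tested compounds plus 3 SD, cut at about 4.2% in these data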;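 note: 0% = DAX1-transfected cells with DMSO and 100% = empty-vector control cells with DMSO; inhibition shows as a rise in luminescence from relieved DAX1 repression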
# Target sequence (P51843 207-470 limits assumed): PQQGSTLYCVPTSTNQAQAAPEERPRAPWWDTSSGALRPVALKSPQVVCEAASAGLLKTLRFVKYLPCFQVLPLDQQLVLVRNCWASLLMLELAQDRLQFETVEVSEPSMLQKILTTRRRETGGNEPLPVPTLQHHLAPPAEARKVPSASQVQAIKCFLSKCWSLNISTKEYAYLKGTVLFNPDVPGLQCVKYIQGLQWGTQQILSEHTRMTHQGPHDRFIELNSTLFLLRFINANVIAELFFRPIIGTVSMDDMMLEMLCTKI
# DAX1 inh-2: DAX1 (NR0B1) inhibitors on StAR promoter, primary screen, cell-based, luminescence, SF-1 (NR5A1), full-length DAX-1; HEK293T StAR-luciferase reporter, SF-1/DAX-1 repression relief; inhibition, % at 6.8 µM; actives 1.1% (n = 370,000); AID 652010, 2013;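 active = inhibition above the mean over all tested compounds plus 3 SD, cut at about 3.6% in these data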;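 note: 0% = DAX-1 cells with DMSO and 100% = cells lacking DAX-1 with DMSO; higher inhibition means more luminescence from relief of DAX-1 repression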
# Starred values were filed as active, the others as inactive; · = not tested or not shown.
No.	Molecule	hcDAF12 agonist	PG9 binder	GC-A act	GAA850 FXN act	hgDAF-12 ag	ADAM17 inh	ADAM10 inh	SMARCA2 act	ssDAF12 agonist	DAX1 inh-1	DAX1 inh-2
1	CN(C(=O)CCc1nnc(CCCCc2ccccc2)o1)C1CCOCC1	-1.3	-4.0	3	3.1	0.9	2	0	-2	-1.1	2.7	-0.1
2	Cc1nn(-c2ccc(N3CCCCC3)nn2)c(C)c1CCC(=O)Nc1ccccc1F	-1.4	1.4	0	-0.3	3.8	5	-3	-2	-0.9	0.5	0.8
3	COC(=O)C1=C(NC(C)=O)CCS1	0.3	-2.7	3	1.4	-1.8	3	14	-2	-1.5	-0.2	0.1
4	CCN(CC(=O)Nc1ccc(NC(C)=O)cc1)C(=O)CSc1ncnc2sc(C)c(C)c12	-0.7	11*	1	-1.3	1.8	-7	-10	-2	-0.5	-0.6	-1.3
5	CCn1c(=O)c(=O)[nH]c2cc(C(=O)NC(C)c3ccc(S(N)(=O)=O)cc3)ccc21 (centres undefined)	-0.5	0.0	0	1.5	1.7	-15	-37	0	-0.5	1.4	0.6
6	CCOC(=O)c1c(C)[nH]c(C(=O)CSc2nnc(-c3ccncc3)n2CC)c1C	-3.1	-0.8	-2	-1.0	-1.1	1	2	-3	-1.9	-1.6	-0.7
7	Cc1nn(C)c(C)c1CN(C)C(=O)C1CCC(=O)N(C2CCCCCC2)C1 (centres undefined)	-0.2	-1.2	0	-0.4	2.2	-3	-2	-1	-1.4	1.9	0.4
8	COc1cc(NS(=O)(=O)c2ccc(N/C=C\C(=O)c3ccc(OC)c(OC)c3)cc2)nc(OC)n1	-1.8	-0.2	-2	-2.3	-2.4	-3	-25	-2	-0.8	1.9	1.4
9	CN(CC(=O)Nc1ccccc1C(=O)NC1CC1)Cc1ccco1	-0.3	0.0	-1	-1.0	1.6	-5	-17	-4	-1.5	0.5	-1.4
10	Cc1cc(O)c(C=Nc2ccc(Cl)cn2)c(=O)o1	0.2	-1.0	-1	3.0	-1.1	-3	-7	3	-1.5	0.5	-0.2
11	CCOc1ccc(-c2nc(-c3ccc(OC)cc3)no2)cc1OCC	-2.1	-0.9	-2	0.6	0.5	-3	5	-2	-0.5	0.4	0.1
12	CCCNC(=O)Nc1nnc(C2CC2)s1	0.6	-0.1	1	2.6	0.2	-5	0	2	-1.1	-0.3	0.1
13	CCC(=O)N1c2ccc(S(=O)(=O)CCC(=O)NCc3cccs3)cc2CC1C (centres undefined)	-0.9	-0.7	2	-4.3	0.4	-11	-4	-3	-0.9	1.4	-0.3
14	Cc1ccc(NC(=O)CN2C(=O)NC(C)(c3ccc(Cl)cc3)C2=O)c(Br)c1 (centres undefined)	-2.8	0.7	1	-0.5	-0.1	4	2	-2	-1.3	0.2	-0.9
15	CCO[C@@H]1OC(C(=O)Nc2ccccc2)=C[C@H](c2ccc(C(F)(F)F)cc2)[C@H]1CCCO	-0.7	-0.5	-1	0.9	-2.3	6	18	-1	-1.3	0.1	-0.5
16	COc1ccccc1OCC(=O)NC1CC(C)(C)NC(C)(C)C1	-0.7	1.3	-2	2.5	-0.5	-3	-3	0	-0.7	-0.1	0.0
17	CN(C)C(=O)CCc1nc(-c2ccc(C(C)(C)C)cc2)no1	0.1	-2.2	0	0.6	5.0	2	8	11*	-0.6	-0.4	1.3
18	CC(C)(C)c1ccc(C(=O)Nc2ccc(NC(=O)C(=O)O)cc2)o1	-4.1	0.2	7	-3.6	-11	-1	-9	-9	-2.3	-1.2	-1.3
19	Cc1ccc(C(=O)CN(C(=O)c2ccc(Cl)c(Cl)c2)N2C(=O)C3CCCCC3C2=O)cc1C (centres undefined)	-1.7	2.3	2	0.5	-1.8	-1	-2	0	-1.3	2.3	0.1
20	CC1(C(=O)O)CCC(C(=O)NNC(=O)c2ccccc2O)C1(C)C (centres undefined)	1.9	-3.2	0	2.4	1.4	-24	-57	0	-0.6	0.3	0.0
21	O=C(Cc1ccccc1)NC1CCN(S(=O)(=O)c2cccc(F)c2)CC1	-1.6	-0.6	-2	0.3	2.3	0	2	-1	-0.3	-0.3	-0.5
22	COc1cc(CNc2ncnc3c2ncn3[C@H]2CN(Cc3cccc(C(F)(F)F)c3)C[C@@H](COC(C)=O)O2)cc(OC)c1OC	-1.8	0.6	0	-3.0	1.0	6	10	-2	-1.5	·	-2.3
23	CN(C)S(=O)(=O)c1cccc(NC(=S)NC2CCCCC2)c1	-0.9	-0.5	1	0.4	-0.1	-3	0	-2	-1.6	1.0	-0.6
24	Cc1cc2c(SCC(=O)N3CCN(c4ccccc4)CC3)ncnc2s1	-0.6	0.2	-1	-1.2	-2.0	0	5	4	-0.6	-0.4	1.6
25	Cc1ccc(OCCCOc2ccc(Cl)cc2Cl)c([N+](=O)[O-])n1	-2.0	·	21	·	3.2	5	11	·	-1.1	·	·
26	CCC1=NN(C(=O)Cc2ccc(OC)c(OC)c2)C(O)(C(F)(F)F)C1 (centres undefined)	1.0	-0.2	1	0.6	-0.6	0	-7	-3	-2.0	-0.3	-0.2
27	COc1ccc(N2C(=O)c3ccccc3C2O)cc1 (centres undefined)	-0.2	-0.8	3	1.0	3.8	-3	5	0	-0.2	0.9	0.8
28	COCC(=O)N1CCC(Oc2ccc(C(=O)N(C)C(C)c3ccon3)cc2)CC1 (centres undefined)	-0.3	-0.6	-2	1.0	0.0	-6	-6	-2	-1.4	1.7	-0.8
29	Cc1nnc(NC(=O)C2c3ccccc3Oc3ccccc32)s1	-1.1	1.0	13	-0.1	-0.6	-3	6	3	-1.2	0.0	-0.1
30	O=C(Cn1ccc2ccccc2c1=O)NCCC(=O)Nc1ccc2c(c1)OCCO2	-1.3	-0.8	-2	-6.2	-3.1	-5	-2	-2	-2.6	0.9	-0.9
31	Cc1csc(SCC(=O)Nc2nc(-c3ccccc3)cs2)n1	1.9	-2.0	2	2.7	5.5	12*	22*	0	-0.2	0.2	0.9
32	CN1CCN(c2ccc(NS(=O)(=O)c3ccc(Cl)cc3)cn2)CC1	-1.8	-1.2	0	1.7	0.6	-2	-4	0	-1.1	-0.5	-0.3
33	COc1cccc2[nH]c3c(N4CCCCC4)ncnc3c12	1.3	-3.4	9	-0.1	2.9	-97	-299	0	-1.1	2.0	0.3
34	O=C(COC(=O)c1ccc(Cl)nc1)NC(=O)c1ccccc1	-0.3	-2.0	-4	0.8	-0.4	-1	-8	3	-0.7	1.3	-0.2
35	Cc1ccc2cn[nH]c2c1NC(N)=S	2.9	-3.3	1	1.4	-2.4	-4	-2	1	-1.7	0.9	-0.9
36	CC(=O)Nc1cccc(NC(=O)CSc2nnnn2C)c1	0.0	-0.9	2	·	-0.3	-6	3	1	-1.4	·	0.0
37	O=C(CC[C@H]1O[C@@H](n2ccc(=O)[nH]c2=O)[C@H](O)[C@@H]1O)NCCN1CCOCC1	-0.7	2.2	4	·	6.6	1	-7	-3	-0.8	·	1.7
38	O=C(Nc1ccc(C(F)(F)F)cn1)Nc1cccs1	-0.1	-1.6	2	2.8	3.6	-4	-7	-4	-0.4	3.0	-0.6
39	COc1cc(NC(=O)CSc2ncccc2C(=O)OC(C)C)cc(OC)c1	-3.4	-4.1	3	-2.2	-4.1	7	13	-6	-2.3	-1.2	-2.6
40	CCCCOc1ccc(C(=O)N/N=C/c2cn[nH]c2-c2ccc(OC)c(OC)c2)cc1	-1.2	-0.8	-2	3.0	-1.9	1	2	-2	-1.5	-1.0	-0.2
41	Cc1ccc(S(=O)(=O)Nc2ccc(-c3nnc(SCC#N)n3C)cc2)cc1	-1.7	-2.0	2	0.7	-1.6	-3	8	3	-0.9	0.6	0.1
42	COc1ccc2nc(NC(=O)CCc3nc(-c4ccccc4F)no3)sc2c1	1.4	-0.8	2	1.4	-0.6	-3	-3	-2	-1.1	0.4	0.2
43	CN1CCN(c2nc3c(c(=O)[nH]c(=O)n3C)n2Cc2ccc(Cl)cc2)CC1	0.6	-1.4	-3	3.3	0.3	-1	2	2	-1.1	2.5	-0.2
44	Cc1ccc(S(=O)(=O)/N=C(\CCl)N2CCOCC2)cc1	-3.6	0.3	6	-6.9	0.5	2	1	-3	-2.1	-2.5	-1.9
45	CCN(CC(=O)Nc1c(F)cccc1F)C(=O)/C=C/c1ccc2c(c1)OCO2	0.6	0.3	0	1.6	-0.1	-47	-146	3	-0.7	0.4	0.1
46	Cc1cnc(C(=O)OCC(=O)c2ccccc2)cn1	-1.6	-0.2	1	3.9	-0.9	-6	-5	-1	-0.8	0.3	-0.4
47	COc1ccc(N(CC(=O)NCc2cccnc2)S(=O)(=O)c2ccc(C)c([N+](=O)[O-])c2)cc1	-1.7	-1.2	-5	0.9	0.0	0	9	1	-0.7	0.0	-0.1
48	CCN(CC)C(=O)CSc1nc(-c2ccc(C)cc2)nc2c1COC(C)(C)C2	-0.6	-1.2	-1	-0.4	-1.0	1	2	-3	-2.2	-0.1	-1.2
49	COc1cc(C(=O)N2CCN(c3ccccc3O)CC2)ccc1OCC(=O)N1CCOCC1	-1.1	-1.2	0	0.6	-1.5	0	-7	-2	-0.7	0.5	-0.7
50	COCc1cn(-c2cccc(-c3noc4c3C(=O)N(CC(=O)N3CCOCC3)CC4)c2)nn1	-1.4	·	0	·	3.9	1	1	0	-0.5	·	0.6
51	CCN(CC)C(=O)CCNS(=O)(=O)c1ccc(C)cc1	-0.9	0.1	4	-0.7	2.9	-4	2	-1	-1.3	0.4	0.4
52	O=C(Nc1ccccc1)Nc1cccc2cccnc12	9.0*	0.4	-2	4.3	15*	5	4	2	1.8*	2.7	1.2
53	COc1ccccc1-c1coc2cc(OCC(=O)OCc3ccccc3)ccc2c1=O	-0.1	-0.1	13	0.7	1.6	5	8	-2	-0.9	0.0	-0.2

# Ordered by number of heavy atoms (smallest number first): 3 of the compounds above.
No.	Molecule	hcDAF12 agonist	PG9 binder	GC-A act	GAA850 FXN act	hgDAF-12 ag	ADAM17 inh	ADAM10 inh	SMARCA2 act	ssDAF12 agonist	DAX1 inh-1	DAX1 inh-2
29	Cc1nnc(NC(=O)C2c3ccccc3Oc3ccccc32)s1	-1.1	1.0	13	-0.1	-0.6	-3	6	3	-1.2	0.0	-0.1
11	CCOc1ccc(-c2nc(-c3ccc(OC)cc3)no2)cc1OCC	-2.1	-0.9	-2	0.6	0.5	-3	5	-2	-0.5	0.4	0.1
50	COCc1cn(-c2cccc(-c3noc4c3C(=O)N(CC(=O)N3CCOCC3)CC4)c2)nn1	-1.4	·	0	·	3.9	1	1	0	-0.5	·	0.6

# Source: PubChem BioAssay
